S100A4 inh HTS = S100A4-myosin IIA interaction inhibition; inhibition, % at 10.7 µM; S100A4/TAMRA-MyoIIA peptide fluorescence polarization; actives 0.14% (n = 360,000); AID 652163; P26447;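 active means mean inhibition of at least 70% across replicates, with every replicate also reaching that level; inconclusive means mean inhibition reaches 70% but some replicates fall short; inactive means mean inhibition below 70%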
Target sequence (P26447 whole entry, looked up): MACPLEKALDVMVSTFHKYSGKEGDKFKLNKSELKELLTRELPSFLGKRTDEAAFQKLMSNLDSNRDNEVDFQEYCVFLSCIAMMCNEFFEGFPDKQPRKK
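Assay system: human S100A4 monomer with TAMRA-labelled myosin IIA peptide / Buffer or medium: Calcium-containing HEPES buffer, pH 7.2 / Reagent: TAMRA-labelled myosin IIA heavy-chain peptide probe, 5 nM / Compound: one dose per compound / Timing: polarization read 5 min after assay mix addition, stable 5–60 min / Benchmarks: neutral control DMSO, positive control TFP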
E-selectin induc = induces E-selectin expression in human endothelial cells; P16581; actives 0.37% (n = 260,000); activation, % at 7.58 µM; HUVEC E-selectin immunofluorescence imaging; normalized: neutral wells 0, TNF-alpha wells 100;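 active means mean E-selectin-positive cell signal at least 10% of the positive control, reached in at least 60% of replicates, without over 20% cell loss; inconclusive means no rule given, readout overlaps actives, possibly toxicity-flagged; inactive means the rest, including those meeting only one limit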;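 further: in these data hits start at about 27%; measured in HUVEC primary endothelial cells; signal is the percent of cells scored E-selectin positive by PE staining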
Target sequence (P16581 whole entry, looked up): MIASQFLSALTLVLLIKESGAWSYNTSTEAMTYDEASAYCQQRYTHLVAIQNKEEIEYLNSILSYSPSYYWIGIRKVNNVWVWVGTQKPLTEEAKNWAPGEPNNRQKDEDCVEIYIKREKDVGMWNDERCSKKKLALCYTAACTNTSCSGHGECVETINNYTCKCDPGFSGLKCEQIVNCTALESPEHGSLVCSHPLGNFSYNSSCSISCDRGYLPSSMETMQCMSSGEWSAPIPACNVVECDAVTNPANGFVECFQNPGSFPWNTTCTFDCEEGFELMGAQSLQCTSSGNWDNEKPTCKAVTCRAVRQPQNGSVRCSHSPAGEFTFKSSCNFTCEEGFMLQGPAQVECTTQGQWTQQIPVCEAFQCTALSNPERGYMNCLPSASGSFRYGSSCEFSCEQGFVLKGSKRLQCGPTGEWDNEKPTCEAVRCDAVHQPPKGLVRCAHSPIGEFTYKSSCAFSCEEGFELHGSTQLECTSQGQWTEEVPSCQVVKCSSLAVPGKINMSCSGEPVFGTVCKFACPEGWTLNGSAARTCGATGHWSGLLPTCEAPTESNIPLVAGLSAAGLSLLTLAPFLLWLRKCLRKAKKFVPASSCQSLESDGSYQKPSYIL
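Material: HUVEC primary endothelial cells; Amount: 3,000 cells per well; Dosing: single concentration; Medium: EGM-2 growth medium on 0.1% gelatin-coated wells; Read-out basis: percent E-selectin-positive cells; Signal: immunofluorescence imaging; Control set: TNF-alpha, DMSO.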
SIRT5 inh = inhibitors of human sirtuin-5 desuccinylase; actives 1.1% (n = 330,000); inhibition, % at 15 µM; Purified SirT5, succinyl-peptide AMC, trypsin-coupled fluorescence; Q9NXA8; in the data active means inhibition above about 15%; inconclusive means no clear call, values can overlap the other calls
Target sequence (Q9NXA8 whole entry, looked up): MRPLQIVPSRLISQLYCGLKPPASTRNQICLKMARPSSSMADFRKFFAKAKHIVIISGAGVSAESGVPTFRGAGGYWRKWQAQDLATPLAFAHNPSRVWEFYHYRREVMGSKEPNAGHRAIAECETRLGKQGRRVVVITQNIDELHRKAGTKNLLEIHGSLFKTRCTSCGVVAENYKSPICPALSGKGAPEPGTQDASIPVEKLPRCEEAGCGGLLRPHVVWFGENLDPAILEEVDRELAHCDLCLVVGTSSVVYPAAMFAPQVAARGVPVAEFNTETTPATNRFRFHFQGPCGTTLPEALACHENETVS
DENV2 CPE = DENV2-induced cell death inhibition; DENV2-infected cells, cytopathic effect rescue, plate reader; CPE inhibition, % at 9.99 µM; actives 1.7% (n = 350,000); AID 651640; in the data active means CPE inhibition above about 20%, passing the limit was not always enough; inconclusive means no clear call, values can overlap the other calls; tested in BHK-21 cells;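 further: 0% = median of neutral control wells and 100% = median of positive control wells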
Statin myotox sup = suppressors of simvastatin-induced myotoxicity in C2C12 myotubes; ATP luminescence, 48 h; scaled: DMSO 0, geranylgeraniol control 100; rescue of ATP level, % at 7.49 µM; AID 602340; actives 0.78% (n = 330,000);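 active means mean ATP rescue above about 67%, or every replicate alone reaching that limit, limit read from the data, passing the limit was not always enough; inconclusive means no clear call, values can overlap the other calls; inactive means mean under the limit and some replicate under it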;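 further: myotubes were challenged with 10 µM simvastatin during compound exposure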
ERp5 block = ERp5 (human) disulfide isomerase inhibition; Q15084; ERp5 insulin aggregation, absorbance 650 nm, 90 min; inhibition, % at 9.99 µM; actives 0.05% (n = 350,000); AID 651711;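 active means mean replicate inhibition above about 25%, with every replicate also reaching it, limit read from the data, passing the limit was not always enough; inconclusive means only one of those two criteria met; inactive means neither criterion met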
PglD inh = PglD (C. jejuni) enzyme inhibition. actives 0.098% (n = 360,000). purified PglD enzyme, DTNB colorimetric CoA detection. AID 602405. inhibition, % at 12.5 µM; in the data active means inhibition above about 16%, passing the limit was not always enough; inconclusive means no clear call, values can overlap the other calls; further: strong numbers were not always called active
The depositor's hits bear a star; ? = inconclusive; · = no result given; & = joins results of further samples; ! = not confirmed by another sample. These rows are one share of the data; the hit share may differ from the screen's.

SMILES	S100A4 inh HTS	E-selectin induc	SIRT5 inh	DENV2 CPE	Statin myotox sup	ERp5 block	PglD inh
CCOc1ccc(NC(=S)NCc2nc3ccccc3[nH]2)cc1	2.6	3.6	-6.0	-3.4	·	6.4	·
CCOc1ccc(C(=O)Cn2cnnc2C#N)cc1	9.8	·	0.2	12.7	·	0.9	-3.1
C[C@@H]1CN([C@H](C)CO)C(=O)Cc2cc(NS(=O)(=O)c3cn(C)cn3)ccc2O[C@@H]1CN(C)Cc1ccc(C(=O)Nc2ccccc2N)cc1	5.3	-0.2	-0.3	0.0	·	4.2	·
CN(C)/C=N/c1nccc(-c2cccs2)n1	-7.4	-1.9	-2.5	-10.5	·	2.4	·
O=C(O)c1ccccc1-c1csc(-c2ccccc2)n1	5.9	5.2	-5.8	6.6	8.1	4.2	·
COCCN(C(=S)Nc1ccc(C)cc1C)C(C)c1cccs1 (stereo not drawn)	5.0	-0.1	-5.0	-3.9	5.6	-1.0	·
COc1ccc(CN(CC(=O)NC2CCCC2)C(=O)c2csnn2)cc1	1.7	·	1.1	4.9	5.5	5.3	4.8
COc1ccccc1-c1cn(CC[C@@H]2CC[C@H](NC(=O)C3CC3)[C@@H](CO)O2)nn1	-2.7	0.1	1.3	1.7	5.5	0.0	-1.2
N=c1n(CCN2CCCC2)c2ccccc2n1CC(O)c1ccc(Cl)c(Cl)c1 (stereo not drawn)	-3.8	·	1.2	14.1	2.1	-1.1	-3.9
CCCNC(=O)N(C)C[C@H]1Oc2ncc(-c3ccccc3)cc2C(=O)N([C@H](C)CO)C[C@@H]1C	-4.8	0.6	-6.7	-4.5	1.2	-2.1	1.0
Cc1cc(C(=O)Nc2ccc3c(c2)C(=O)N(C)[C@H]2CC[C@@H](CC(=O)O)O[C@@H]2CO3)no1	·	-0.3	·	3.1	-3.0	·	0.4
CCOc1c(Cl)cc(CNc2nnnn2C)cc1OC	-2.9	·	-1.7	-3.8	0.5	0.4	-6.6
CC(c1ccccc1)N1C(=O)c2ccc(C(=O)NCc3cccnc3)cc2C1=O (stereo not drawn)	1.4	0.6	3.8	-0.8	1.1	-0.9	0.9
COc1cc(C(=O)N2CCCN(C)CC2)cc(OC)c1C	-7.7	-0.2	-3.4	4.5	5.7	-2.2	-6.8
O=C(Nc1ccc(C(F)(F)F)cc1)N1C[C@@H]2N[C@H](C1)C2c1ccc(-c2cccc(F)c2)cc1 (stereo partly drawn)	-3.2&8.1	0.0	15.1*!	?	·	-0.6&4.7	·
CCC(=O)N(C)C[C@H]1Oc2cc(C#C[C@@H](C)O)ccc2S(=O)(=O)N([C@@H](C)CO)C[C@@H]1C	1.3	-0.3	2.5	2.7	15.9	0.8	7.6
C[C@H]1CN([C@@H](C)CO)S(=O)(=O)c2ccc(-c3ccncc3)cc2O[C@@H]1CN(C)C(=O)CC1CC1	0.5	0.0	-1.6	-4.3	-3.5	-2.4	-3.1
C[C@H]1CCCCO[C@H](CN(C)C(=O)Nc2ccc3c(c2)OCO3)[C@@H](C)CN([C@@H](C)CO)C(=O)c2cc(NS(=O)(=O)c3ccc(F)cc3)ccc2O1	·	0.1	·	13.0	61.2	·	-0.3
COc1ccc(C(CNC(=O)C(C)Sc2ccccc2)N2CCOCC2)cc1 (stereo not drawn)	1.7	-2.3	1.5	3.0	1.2	0.5	-2.0
O=C(O)CSc1ncnc2scc(-c3ccccc3)c12	-7.1	4.1	-3.8	0.3	5.1	3.0	3.0
Cc1ccc(F)cc1NC(=O)CSCc1c(C)noc1C	-4.6	-0.8	-0.2	-1.0	3.4	1.0	-7.8
O=S(=O)(N[C@@H]1CC[C@H](CCn2cc(C3(O)CCCC3)nn2)O[C@H]1CO)c1ccccc1	-1.3	-2.4	-0.1	-4.3	-0.1	-2.1	-0.7
Cc1ccc(S(=O)(=O)Nc2cccc3c2O[C@H](CN(C)Cc2ccc(C(F)(F)F)cc2)[C@@H](C)CN([C@H](C)CO)C3=O)cc1	11.3	-0.4	1.0	-0.2	29.2	1.4	-0.9
Cc1cc(N2CCN(Cc3nc(-c4ccc(F)cc4)oc3C)CC2)cc(C)n1	8.7	·	-0.5	11.9	·	-1.0	·
CC(=O)N1[C@H](CN(CC(C)C)C(=O)c2ccccn2)[C@@H](c2ccccc2)[C@@H]1CO	4.5	0.0	-5.2	8.2	1.6	-0.4	0.3
C[C@@H]1CN([C@H](C)CO)C(=O)c2cc(NC(=O)Nc3ccccc3)ccc2O[C@@H](C)CCCCO[C@H]1CN(C)C(=O)Cc1ccccc1	2.7	·	10.8	-8.9	·	4.2	-0.4
C[C@H]1CN([C@@H](C)CO)C(=O)CCCn2nncc2CO[C@H]1CN(C)S(=O)(=O)c1ccccc1C#N	-5.7	0.2	-10.3	4.3	·	-5.9	·
COc1cc(OC)c(C(=O)Nc2ccc(S(=O)(=O)N3CCCCC3)cc2)cc1OC	-10.5	-0.2	-1.0	13.7	6.2	6.9	2.7
CC(C)(C)OC(=O)C[C@@H]1C/C=C\C[C@H](CC(=O)N(CCO)Cc2ccccc2)C(=O)N[C@H](Cc2ccccc2)COC1=O	-0.8	0.6	-8.9	15.1	2.1	5.7	3.8
Cc1nc(-c2ccc(Cl)cc2)sc1C1(C)CC(c2ccc([N+](=O)[O-])cc2)=NO1 (stereo not drawn)	-2.1	-0.5	·	·	1.5	8.5	2.1
O=C(CN1C(=O)S/C(=C\c2cccs2)C1=O)Nc1ccc(O)cc1C(=O)O	0.1	·	7.6	0.7	-2.6	-1.7	1.4
CCOc1cccc(-c2cc(C(=O)Nc3ccon3)c3ccccc3n2)c1	-4.2	·	-0.9	3.4	·	-0.2	-3.8
O=C1NC(Cc2ccccc2)C(=O)N1CC(=O)N1CCCc2ccccc21 (stereo not drawn)	-0.7	·	·	3.3	5.1	-4.9	-0.7
O=S(=O)(c1ccc(-c2ccccc2)cc1)N1CCN(Cc2cccc(OCCO)c2)CC1	-23.5	·	·	-0.9	·	4.9	·
CCOC(=O)NC(=O)/C(N=Nc1cccc(C(F)(F)F)c1)=C(\C)O	-1.3	·	1.1	3.5	·	0.1	·
O=C(CN1CCN(c2ccc(O)cc2)CC1)N1CCc2ccccc21	0.2	·	1.1	-0.8	18.3	4.0	-5.1
CC(C)OCCCNC(=S)Nc1ccc2nc3n(c(=O)c2c1)CCCCC3	23.6	·	-2.7	-3.2	·	0.3	·
COc1ccc(C)cc1NC(=O)c1ccc(OC(F)F)cc1	3.5	·	0.6	-4.5	·	3.4	·
CCOc1ccc(C(=O)NNC(=O)c2cc(S(=O)(=O)N3CCOCC3)ccc2Cl)cc1	-8.7	·	-1.2	-4.8	2.6	8.8	-3.9
O=C(c1ccco1)N(CCO)Cc1cc2cc3c(cc2[nH]c1=O)OCO3	10.6	-0.1	-2.2	5.3	6.9	1.2	-5.6
CCOc1ccc(/C=N/n2cc(-c3ccccc3)[nH]c2=S)cc1	-6.2	0.0	1.1	-5.2	8.3	1.6	-3.8
CCN(Cc1ccc2c(c1)OCCO2)C(=O)CN1C(=O)NC2(CCc3ccccc32)C1=O (stereo not drawn)	-1.6	-0.4	-0.3	2.4	3.5	-0.9	9.0
Cc1cc(O)c(C(=O)Cc2csc(C)n2)c(O)c1	-3.7	·	-0.9	-3.7	1.3	1.6	-3.4
Cn1cnnc1SCc1nnc(-c2ccccc2Br)o1	8.4	4.3	-1.4	-2.8	1.5	10.6	1.0
CCOC(=O)N1CCC(N2C(=O)c3ccccc3C2Nc2ccc(C)cc2)CC1 (stereo not drawn)	1.7	·	-3.6	3.5	23.1	3.9	-2.3

A draw from above in order of number of heavy atoms, low to high.
SMILES	S100A4 inh HTS	E-selectin induc	SIRT5 inh	DENV2 CPE	Statin myotox sup	ERp5 block	PglD inh
CN(C)/C=N/c1nccc(-c2cccs2)n1	-7.4	-1.9	-2.5	-10.5	·	2.4	·
CCOc1ccc(C(=O)Cn2cnnc2C#N)cc1	9.8	·	0.2	12.7	·	0.9	-3.1
O=C(O)CSc1ncnc2scc(-c3ccccc3)c12	-7.1	4.1	-3.8	0.3	5.1	3.0	3.0
COc1cc(C(=O)N2CCCN(C)CC2)cc(OC)c1C	-7.7	-0.2	-3.4	4.5	5.7	-2.2	-6.8
CCOc1ccc(NC(=S)NCc2nc3ccccc3[nH]2)cc1	2.6	3.6	-6.0	-3.4	·	6.4	·
CCOC(=O)NC(=O)/C(N=Nc1cccc(C(F)(F)F)c1)=C(\C)O	-1.3	·	1.1	3.5	·	0.1	·
O=C(CN1CCN(c2ccc(O)cc2)CC1)N1CCc2ccccc21	0.2	·	1.1	-0.8	18.3	4.0	-5.1
COc1ccc(CN(CC(=O)NC2CCCC2)C(=O)c2csnn2)cc1	1.7	·	1.1	4.9	5.5	5.3	4.8
CC(C)OCCCNC(=S)Nc1ccc2nc3n(c(=O)c2c1)CCCCC3	23.6	·	-2.7	-3.2	·	0.3	·
COc1ccc(C(CNC(=O)C(C)Sc2ccccc2)N2CCOCC2)cc1 (stereo not drawn)	1.7	-2.3	1.5	3.0	1.2	0.5	-2.0
Cc1cc(C(=O)Nc2ccc3c(c2)C(=O)N(C)[C@H]2CC[C@@H](CC(=O)O)O[C@@H]2CO3)no1	·	-0.3	·	3.1	-3.0	·	0.4

Further records:
SMILES	S100A4 inh HTS	E-selectin induc	SIRT5 inh	DENV2 CPE	Statin myotox sup	ERp5 block	PglD inh
C[C@@H]1CN([C@H](C)CO)S(=O)(=O)c2ccc(-c3ccncc3)cc2O[C@@H]1CN(C)Cc1cncnc1	11.4	0.7	0.7	0.9	5.4	-5.6	-3.2
COc1cccc(OCc2cc(C(=O)NCc3ccccn3)no2)c1	-6.7	0.4	-2.9	-1.0	11.2	2.0	2.4
Nc1nc(C23CC4CC(CC(Cl)(C4)C2)C3)cs1	-2.9	·	2.1	2.3	-1.2	22.5	-1.4
O=C(CCCN1C(=O)/C(=C/c2ccccc2)SC1=S)N1CCOCC1	-1.0	·	2.0	2.4	4.8	1.4	2.0
C[C@H]1ON(c2ccc(C(=O)OC(C)(C)C)cc2)[C@@H](c2ccc(O)cc2)[C@@H]1C(=O)N1C(=O)OC[C@@H]1c1ccccc1	10.1	·	4.2	12.6	·	5.6	-6.0
COc1ccccc1CN1C[C@@H]2C[C@@H](c3ccccc3C)N3CCC[C@@]23C1=O	-0.1	·	-4.2	-7.0	·	-1.7	·
O=C(Nc1ccc(S(=O)(=O)N2CCCCC2)cc1)c1ccc(F)cc1	-0.7	0.0	3.1	2.4	-21.4	1.5	0.4
O=C(CSC1=Nc2ccccc2C2CC=NN12)Nc1ccc(F)c(F)c1F (stereo not drawn)	-0.4	3.5	-10.8	-3.6	6.6	7.1	1.5
O=Nc1ccc(NOC(=O)c2ccccc2)cc1	-11.3	2.1	-1.3	?	11.4	4.4	-2.2

Assay outcomes: PubChem, Broad Institute
